TrxR1 substrate: qHTS Assay for Substrates of Mammalian Selenoprotein Thioredoxin Reductase 1 (TrxR1): qHTS | AID 588456, 2011 | Potency, µM (doses to about 114 µM), inactives show at the top dose activity change, negative = substrate turnover | purified TrxR1 substrate turnover, NADPH consumption readout | actives 0.01% (n = 390,000); also: potency is read from the fitted curve at half-maximal effect; % is scaled to controls: 0 for no effect and ±100 for the full control effect; nearly all actives have a fitted effect of over 50% in size
Target sequence (O89049 whole entry, looked up): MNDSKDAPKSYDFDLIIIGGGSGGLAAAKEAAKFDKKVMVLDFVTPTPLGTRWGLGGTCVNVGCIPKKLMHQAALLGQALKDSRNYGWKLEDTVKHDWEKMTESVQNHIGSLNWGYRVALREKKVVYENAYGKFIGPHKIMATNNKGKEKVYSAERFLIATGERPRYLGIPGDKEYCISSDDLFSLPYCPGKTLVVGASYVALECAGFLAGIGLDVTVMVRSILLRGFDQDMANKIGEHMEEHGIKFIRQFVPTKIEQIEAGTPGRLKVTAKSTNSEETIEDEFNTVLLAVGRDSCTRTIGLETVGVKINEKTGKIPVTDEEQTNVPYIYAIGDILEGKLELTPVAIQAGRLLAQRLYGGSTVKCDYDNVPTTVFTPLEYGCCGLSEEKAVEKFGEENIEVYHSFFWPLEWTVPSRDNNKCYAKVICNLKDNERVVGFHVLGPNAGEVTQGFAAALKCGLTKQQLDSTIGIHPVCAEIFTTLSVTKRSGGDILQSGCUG
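Rat TrxR1, dispensed at 90 nM, was prereduced with 400 uM NADPH (final) for 5 min at ~22 deg C, then incubated with compound 15 min before 400 uM selenite. A first-read NADPH fluorescence drop versus no-compound background flagged substrates.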
IDH1 R132H inh: qHTS for Inhibitors of mutant isocitrate dehydrogenase 1 (IDH1): qHTS | Isocitrate dehydrogenase [NADP] cytoplasmic (Homo sapiens), O75874 | IDH1-R132H enzyme, NADPH consumption, diaphorase/resazurin fluorescence | Potency, µM (top dose mostly 76.6 µM), for the others: at the top dose activity change, negative = inhibition, hits mostly inhibitors | actives 0.093% (n = 390,000) | AID 602179, 2012; also: potency is read from the fitted curve at half-maximal effect; % is scaled to controls: 0 for no effect and ±100 for the full control effect; nearly all actives have a fitted effect of over 65% in size
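IDH1-R132H (0.5 ug/mL) preincubated 30 min with compound, then NADPH (0.016 mM) and alpha-KG (2 mM) added; 80 min at RT, pH 7.5. Remaining NADPH coupled via diaphorase/resazurin to fluorescence (540/590 nm); concentration-response curves normalized to no-enzyme control.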
USP1-UAF1 inh: Inhibitors of USP1/UAF1: Primary Screen | actives 0.23% (n = 390,000) | recombinant USP1/UAF1, Ub-Rhodamine cleavage fluorescence | Ubiquitin carboxyl-terminal hydrolase 1 (Homo sapiens), O94782 | Potency, µM (series often up to 57.1 µM), for the others: top-dose activity change, negative = inhibition, most hits filed as inhibitors; also: potency is read from the fitted curve at half-maximal effect; % is scaled to controls: 0 for no effect and ±100 for the full control effect; nearly all actives have a fitted effect of over 60% in size; inactives centre near -12
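1 nM enzyme complex + cpd, 15 min RT; start with Ub-Rho 150nM final; kinetic fluorescence ex 480/em 540, 6 reads q60 s. Buffer 50mM HEPES pH 7.8, 0.5mM EDTA, 0.1 mg/ml BSA, 1mM TCEP, 0.01% Tween-20.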
Pin1 inhibitor: qHTS Assay to Find Inhibitors of Pin1. Peptidyl-prolyl cis-trans isomerase NIMA-interacting 1 (Homo sapiens), Q13526. Pin1 FP peptide displacement, HiFluor488, 10 min. Potency, µM (series often up to 115 µM), without a hit: at the top dose activity, negative = inhibition, actives largely listed as inhibitors. actives 0.009% (n = 390,000). AID 504891, 2011; active = well fitted inhibition curve with a large enough effect in the polarisation, with a control signal flat, not every such curve was filed as active; inconclusive = small, poorly fitted or top-dose-only effect, or effect the other way, or a change in a side signal; inactive = no such curve, though single readings can be large or run the other way; the % refers to the polarisation; also: potency is read from the fitted curve at half-maximal effect; % is scaled to controls: 0 for no effect and ±100 for the full control effect
Target sequence (Q13526 whole entry, looked up): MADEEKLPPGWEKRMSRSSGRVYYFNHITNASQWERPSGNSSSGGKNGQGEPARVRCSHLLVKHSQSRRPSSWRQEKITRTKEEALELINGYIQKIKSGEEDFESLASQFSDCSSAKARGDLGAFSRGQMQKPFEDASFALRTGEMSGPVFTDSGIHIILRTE
D2 ag: HTS Assay for Allosteric Agonists of the Human D2 Dopamine Receptor: Primary Screen for Agonists; HEK293 T-REx D2 cells, calcium flux agonist mode; actives 0.53% (n = 340,000); activation, % at 2 µM;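 active = activation over 3 SD above normal in the single-dose calcium agonist read, cut at about 30% in these data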; also: 0% is about no effect
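Calcium-flux readout, 1 cycle/sec over 180 s following compound pin transfer, in inducible HEK293 Trex D2 cells (force-coupled); dopamine controls included. Positive calcium responses during this window marked compounds as potential agonists.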
TrxR1 inh: qHTS Assay for Inhibitors of Mammalian Selenoprotein Thioredoxin Reductase 1 (TrxR1): qHTS; Thioredoxin reductase 1, cytoplasmic (Rattus norvegicus), O89049; AID 588453, 2011; Potency, µM (titrated, usually from 114 µM), for inactives: at the top dose activity change, negative = inhibition, usual class: inhibitors; recombinant rTrxR1, NADPH fluorescence consumption, selenite substrate; actives 1% (n = 390,000); also: potency is read from the fitted curve at half-maximal effect; % is scaled to controls: 0 for no effect and ±100 for the full control effect; nearly all actives have a fitted effect of over 65% in size
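Rat TrxR1 (90 nM in the dispensed reagent) was pre-reduced with 400 uM NADPH for 5 min at room temperature, then incubated with compound for 15 min. After 400 uM selenite was added, NADPH fluorescence (Ex 340/Em 450 nm) was followed for 8 min.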
TRHR ag: qHTS for Small Molecule Agonists and Allosteric Enhancers of Human TRH Receptor: Primary Screen for Agonists. Thyrotropin-releasing hormone receptor (Homo sapiens), P34981. TRHR cells, calcium flux fluo-8, FDSS agonist mode. activation, % at 2 µM. actives 0.18% (n = 360,000). AID 493084, 2011; in the data active = activation above about 30%; also: 0% is about no effect
Target sequence (P34981 whole entry, looked up): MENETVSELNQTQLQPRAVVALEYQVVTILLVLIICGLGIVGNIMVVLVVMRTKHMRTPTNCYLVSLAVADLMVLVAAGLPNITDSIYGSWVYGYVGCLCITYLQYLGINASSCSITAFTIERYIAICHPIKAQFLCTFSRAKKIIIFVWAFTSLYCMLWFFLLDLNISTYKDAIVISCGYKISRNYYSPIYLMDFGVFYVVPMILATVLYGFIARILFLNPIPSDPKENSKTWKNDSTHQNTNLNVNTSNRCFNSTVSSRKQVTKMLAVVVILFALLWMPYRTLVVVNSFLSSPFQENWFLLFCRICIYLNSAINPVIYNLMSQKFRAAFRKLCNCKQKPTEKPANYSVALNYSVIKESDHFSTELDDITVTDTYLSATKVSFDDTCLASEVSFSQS
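Read-out: compound-evoked intracellular calcium rise in TRHR cells, fluo-8 dye, kinetic FDSS fluorescence at 1 s/cycle following a 10-cycle baseline. Cells cultured overnight before dye loading (30 min–1.5 h, RT).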
TRHR enhancer: qHTS for Small Molecule Agonists and Allosteric Enhancers of Human TRH Receptor: Primary Screen for Enhancers | Thyrotropin-releasing hormone receptor (Homo sapiens), P34981 | TRHR cells, fluo-8 calcium fluorescence, EC20 TRH enhancement | enhancement, % at 2 µM | actives 0.66% (n = 360,000) | AID 493056, 2011; in the data active = enhancement above about 30%; also: 0% is about no effect
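Enhancer read-out: after compound pinning and an initial kinetic agonist-mode read, an EC20 of TRH (10 nM final) was injected and fluo-8 calcium signal (Ex 480/Em 530) followed at 1 s/cycle for 100 cycles in TRHR-expressing cells.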
D2 antagonist: HTS Assay for Allosteric Antagonists of the Human D2 Dopamine Receptor: Primary Screen for Antagonists. D(2) dopamine receptor (Homo sapiens), P14416. HEK293 TREx D2 cells, calcium flux, dopamine EC80. inhibition, % at 10 µM. actives 2% (n = 340,000). AID 485344, 2010; in the data active = inhibition above about 30%; also: 0% is about no effect
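Measurement of antagonist activity uses fluorescent calcium dye in inducible HEK293 T-REx D2 cells: 10 s baseline, compound addition with 180 s read, EC80 dopamine addition with a further 180 s read.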
Numbers without * were called inactive; [ ] = remark or other dose. Unless noted, calls follow the shape of the dose curve; as a rule, active = well fitted inhibition curve with a large enough effect; inconclusive = small, poorly fitted or top-dose-only effect; inactive = no such curve, though single readings can be large or run the other way. These rows are one share of the data (hit frequency here may not be typical).

Screening O=C(Cn1c(CC(=O)N2CCCC2)nc2ccccc21)NCc1ccccc1 returned TrxR1 substrate 7.4%, IDH1 R132H inh 6.3%, USP1-UAF1 inh 1.6%, Pin1 inhibitor 0.5%, D2 ag -1.5, TrxR1 inh 4.7%, TRHR ag 0.0, TRHR enhancer -5.8 and D2 antagonist -6.8.
For COc1ccc(C(=O)Nc2ccc(S(=O)(=O)Nc3nccc(C)n3)cc2)cc1 the results were TrxR1 substrate 0.0%, IDH1 R132H inh -4.9%, USP1-UAF1 inh -8.9%, Pin1 inhibitor 3.6%, D2 ag 0.2, TrxR1 inh 7.2%, TRHR ag 0.2, TRHR enhancer -3.0 and D2 antagonist 2.5.
For C=C(C)C(=O)N1CC2(CC(c3cccc(NC(=O)COc4ccc(Cl)cc4)c3)=NO2)C[C@@H]1C(N)=O (some centres undefined) the results were TrxR1 substrate -6.4%, IDH1 R132H inh -10.6%, USP1-UAF1 inh -18.6%, Pin1 inhibitor -0.3%, D2 ag 0.1, TrxR1 inh 5.4%[57.1 µM], TRHR ag -0.1, TRHR enhancer 0.3 and D2 antagonist 10.8.
Screening CC1CN(C(=O)CCCN2C(=O)c3ccccc3C2=O)CC(C)O1 (centres undefined) returned TrxR1 substrate 2.4%, IDH1 R132H inh 22.9%, USP1-UAF1 inh -10.3%, Pin1 inhibitor 3.2%, D2 ag 0.7, TrxR1 inh 5.2%, TRHR ag 1.0, TRHR enhancer 7.9 and D2 antagonist -3.4.
Screening Cn1c(C(=O)NCc2cccc(F)c2)cc2cc(S(=O)(=O)N3CCCCC3)ccc21 returned TrxR1 substrate 5.1%[57.1 µM], IDH1 R132H inh 7.3%, USP1-UAF1 inh -17.3%, Pin1 inhibitor 12.5%, D2 ag 0.2, TrxR1 inh 18.9%[57.1 µM], TRHR ag 0.6 and TRHR enhancer 0.7.
For CCN(CC)C(=O)c1sc2nc(-c3ccccc3)ccc2c1N the results were TrxR1 substrate 8.4%[57.1 µM], IDH1 R132H inh -0.3%, USP1-UAF1 inh -7.7%, Pin1 inhibitor -3.7%, D2 ag -2.6, TrxR1 inh 9.4%[57.1 µM], TRHR ag 1.8, TRHR enhancer -3.7 and D2 antagonist -12.8.
For COCCCNCCOc1cc(C(C)C)ccc1C the results were TrxR1 substrate -1.1%, IDH1 R132H inh 6.1%, USP1-UAF1 inh -5.6%, Pin1 inhibitor -11.7%, D2 ag -0.6, TrxR1 inh 8.4%, TRHR ag 0.1, TRHR enhancer -1.8 and D2 antagonist -0.4.
Screening Cc1ccc(NCc2cccn2-c2nnc(N3CCC(C(=O)NCc4ccc(F)cc4)CC3)s2)cc1 returned TrxR1 substrate 0.1%, USP1-UAF1 inh -24.8%, Pin1 inhibitor 10.4%, D2 ag -0.4, TrxR1 inh -1.0%, TRHR ag 0.0 and TRHR enhancer -5.8.
O=C(O)c1ccc(Nc2cnc3ccccc3n2)cc1 was read as TrxR1 substrate -13.7%, IDH1 R132H inh -0.3%, USP1-UAF1 inh -21.4%, Pin1 inhibitor -0.9%, D2 ag -0.6, TrxR1 inh -22.7%, TRHR ag -0.5, TRHR enhancer -1.4 and D2 antagonist -18.0.
For C=CCn1c(SCC(=O)c2c(N)n(C)c(=O)n(C)c2=O)nc2sc(C)c(C)c2c1=O the results were TrxR1 substrate 9.9%[57.1 µM], IDH1 R132H inh 3.1%, USP1-UAF1 inh -8.9%, Pin1 inhibitor -8.1%, D2 ag -1.0, TrxR1 inh 26.8%[57.1 µM], TRHR ag -0.7, TRHR enhancer -1.0 and D2 antagonist -28.6.
For CS(=O)(=O)CC[C@@H](C(=O)NCCc1ccccc1)N1Cc2ccccc2C1=O the results were TrxR1 substrate 0.7%, IDH1 R132H inh -12.4%, USP1-UAF1 inh -12.0%, Pin1 inhibitor -2.3%, D2 ag 1.3, TrxR1 inh 5.6%, TRHR ag 0.1 and TRHR enhancer 16.7.
O=C(CCSCCc1ccccn1)Nc1ccc(Cl)cc1 was read as TrxR1 substrate 7.5%[57.1 µM], IDH1 R132H inh -4.1%, USP1-UAF1 inh -27.0%, Pin1 inhibitor 4.3%, D2 ag 0.9, TrxR1 inh 26.8%[57.1 µM], TRHR ag -0.3 and TRHR enhancer -4.5.
For O=S(=O)(c1cccc(-c2nnco2)c1)N1CCCC1 the results were TrxR1 substrate -4.5%, IDH1 R132H inh 6.8%, USP1-UAF1 inh -10.7%, Pin1 inhibitor -2.7%, D2 ag 0.7, TrxR1 inh -13.2%, TRHR ag 0.4, TRHR enhancer -5.1 and D2 antagonist -2.6.
`COc1ccc(C(=O)N/N=C(/C)c2cccc(NC(=O)C(F)(F)F)c2)cc1` gave TrxR1 substrate 1.8%, IDH1 R132H inh -1.6%, USP1-UAF1 inh -9.0%, Pin1 inhibitor 0.2%, D2 ag 0.9, TrxR1 inh 0.9%, TRHR ag 0.2, TRHR enhancer -3.8 and D2 antagonist -6.0.
Screening O=c1n(Cc2ccccc2)nc2n1-c1ccccc1SC2 returned TrxR1 substrate -1.9%, IDH1 R132H inh -2.6%, USP1-UAF1 inh -9.9%, Pin1 inhibitor 2.1%, D2 ag -0.5, TrxR1 inh 22.2%, TRHR ag -2.7, TRHR enhancer -2.5 and D2 antagonist 0.8.
For Cc1ccc(NC(=O)c2cc(S(=O)(=O)NCCc3ccc(Cl)cc3)ccc2F)cc1 the results were TrxR1 substrate 2.0%[57.1 µM], IDH1 R132H inh 0.1%, USP1-UAF1 inh -25.6%, Pin1 inhibitor -3.1%, TrxR1 inh 17.2%[57.1 µM], TRHR ag 0.3 and TRHR enhancer -1.6.
`O=C(/C=C/c1ccc2c(c1)OCO2)NCCSCc1ccc(Cl)cc1Cl` gave TrxR1 substrate 27.0%, IDH1 R132H inh -0.7%, USP1-UAF1 inh -15.7%, Pin1 inhibitor 7.3%, D2 ag 0.8, TrxR1 inh 26.0%, TRHR ag 1.1, TRHR enhancer 2.0 and D2 antagonist -3.0.
Screening COc1cc(C(=O)NCC2CCCO2)cc(OC)c1OC (centres undefined) returned TrxR1 substrate 6.4%, IDH1 R132H inh 5.6%, USP1-UAF1 inh -12.9%, Pin1 inhibitor 1.8%, D2 ag 0.7, TrxR1 inh 23.4%, TRHR ag 0.2, TRHR enhancer 1.6 and D2 antagonist 2.7.
For O=C(NC1CCCCCC1)c1ccc(Cl)c(S(=O)(=O)N2CCOCC2)c1 the results were TrxR1 substrate 4.7%[57.1 µM], IDH1 R132H inh -0.4%, USP1-UAF1 inh -5.5%, Pin1 inhibitor -0.1%, D2 ag 0.4, TrxR1 inh 9.9%[57.1 µM], TRHR ag 0.1, TRHR enhancer -5.3 and D2 antagonist -4.5.
Screening CC(C)(C)OC(=O)C[C@H]1C/C=C\C[C@H](CC(=O)N(CCO)Cc2ccccc2)C(=O)N[C@@H](Cc2ccccc2)COC1=O returned TrxR1 substrate 0.1%, IDH1 R132H inh 7.8%, USP1-UAF1 inh inconclusive, Pin1 inhibitor -10.6% and TrxR1 inh 13.2%.
`CCOc1ccc(C(=O)NCCN2CCCCC2)c(OCC)c1` gave TrxR1 substrate 3.1%[57.1 µM], IDH1 R132H inh 5.5%, USP1-UAF1 inh -2.2%, Pin1 inhibitor -0.5%, D2 ag 1.6, TrxR1 inh 15.4%[57.1 µM], TRHR ag 0.0, TRHR enhancer 0.4 and D2 antagonist -14.8.
For C=CCOc1cccc(C2/C(=C(/O)c3ccc(F)cc3)C(=O)C(=O)N2CCN2CCOCC2)c1 (centres undefined) the results were TrxR1 substrate -1.3%[57.1 µM], IDH1 R132H inh 0.1%, USP1-UAF1 inh 1.9%, Pin1 inhibitor 11.1%, D2 ag 0.2, TrxR1 inh inconclusive, TRHR ag -0.4, TRHR enhancer -1.5 and D2 antagonist -3.8.
`CN(C)Cc1ccc(CNC(=O)COc2ccc3ccccc3c2)cc1` gave TrxR1 substrate 3.2%[0.457 µM], IDH1 R132H inh -1.5%, USP1-UAF1 inh 7.7%, Pin1 inhibitor -1.9%, D2 ag -2.2, TrxR1 inh 9.4%, TRHR ag -0.3, TRHR enhancer 12.0 and D2 antagonist -5.5.
`CCC(O)c1nc2ccccc2n1CCc1ccccc1` (centres undefined) gave TrxR1 substrate 5.9%, IDH1 R132H inh 2.8%, USP1-UAF1 inh -16.1%, Pin1 inhibitor -1.7%, D2 ag 0.2, TrxR1 inh 19.4%, TRHR ag 0.2, TRHR enhancer -1.2 and D2 antagonist 0.3.
For Cc1noc(NS(=O)(=O)c2ccc(NC(=O)CSc3ncccn3)cc2)c1C the results were TrxR1 substrate -7.0%, IDH1 R132H inh -16.4%, USP1-UAF1 inh -14.3%, Pin1 inhibitor -4.5%, D2 ag 0.1, TrxR1 inh -5.0%, TRHR ag 0.3, TRHR enhancer -2.2 and D2 antagonist 8.7.
Screening Cc1nc2ccc(C(=O)N/N=C/c3ccc(O)cc3)cc2[nH]1 returned TrxR1 substrate -7.3%, IDH1 R132H inh 7.1%, USP1-UAF1 inh -13.9%, Pin1 inhibitor -3.5%, TrxR1 inh 6.4%, TRHR ag 0.2 and TRHR enhancer 2.4.
